LGR2 antag – inhibitors of bursicon-induced LGR2 CRE-luciferase signal, primary screen, cell-based, HEK293, CRE-luciferase reporter, bursicon stimulation; bursicon-stimulated, 4 h; inhibition, % at 9.99 µM; actives 0.35% (n = 380,000); AID 720647, 2013;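 active = drop in luminescence signal, shown as inhibition above about 50% in the replicate tests, limit read from the data, passing the limit was not always enough; inconclusive = probably only some replicates passing the limit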;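 note: agonist challenge used bursicon conditioned medium at about half maximal strength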
miR122 inh – miR-122 Renilla sensor signal increase in Huh7, primary screen, miR-122 inhibitor project, cell-based, single point, plate reader | actives 0.3% (n = 340,000) | activation (reporter increase), % at 12.5 µM | Huh7 miR-122 Renilla luciferase sensor, 48 h; neutral wells = 0, positive control = 100;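 active = mean replicate activation score at least 90 and every replicate individually at or above 90; inconclusive = only one of the two criteria met; inactive = neither criterion met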;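 note: higher luciferase means less miR-122 activity so hits act as miR-122 inhibitors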
EWS-Fli inh – EWS/Fli-driven NR0B1 reporter inhibitors, primary screen, A673 cells, NR0B1 luciferase, luminescence, MLPCN library; inhibition, % at 12.6 µM; viability-normalised; AID 651661, 2012; actives 0.67% (n = 350,000);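 active = mean inhibition of at least 50% after viability correction, with every replicate also passing that limit; inconclusive = mean reaches 50% but only one of two replicates passes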;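 note: firefly luciferase signal divided by Alamar Blue viability fluorescence both relative to DMSO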
PGC1a acetyl inh – inhibitors of PGC1a acetylation signal, primary screen, cell-based, U2OS, AlphaScreen, inhibitor mode. AlphaScreen anti-acetyl-lysine; with virally co-expressed GCN5 acetyltransferase. actives 0.17% (n = 350,000). inhibition, % at 15.6 µM;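 active = every replicate shows inhibition of at least 40%; inconclusive = mean inhibition at least 40% but some replicate below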;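 note: 0% = neutral control wells and 100% = positive control wells; some results beyond the cut were filed as inactive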
Cneo AK release – Cryptococcus neoformans cell lysis inducers, primary screen, AK release luminescence, single concentration. AID 651654, 2012. actives 0.2% (n = 360,000). C. neoformans lysis, adenylate kinase release luminescence, 4 h; normalised: neutral wells 0, clomiphene wells 100. lysis activity, % at 15 µM;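 active = mean lysis activity across replicates of at least 80%, whatever share of replicates individually reach that level; inactive = mean lysis activity below 80%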
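Material: C. neoformans cells; Schedule: 4 h static compound exposure, 37 °C, read 1 h post-reagent; Measured by: adenylate kinase release luminescence; Read-out: signal increase indicating cell lysis; Controls: Clomiphene as positive lysis control.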
Casp6 inh – human caspase-6 inhibitors, primary screen, biochemical, VEID-R110 fluorescence, single point, set 2 | actives 0.53% (n = 350,000) | inhibition, % at 12.5 µM | P55212 | purified caspase-6, Z-VEID-R110 cleavage fluorescence | AID 686996, 2013;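 active = mean inhibition across replicates at least about 35%, with every replicate also reaching that limit, limit read from the data; inconclusive = only one of the two criteria met; inactive = neither criterion met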;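 note: 0% = median of neutral control wells and 100% = no fluorescence left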
Target sequence (P55212 24-179 limits assumed): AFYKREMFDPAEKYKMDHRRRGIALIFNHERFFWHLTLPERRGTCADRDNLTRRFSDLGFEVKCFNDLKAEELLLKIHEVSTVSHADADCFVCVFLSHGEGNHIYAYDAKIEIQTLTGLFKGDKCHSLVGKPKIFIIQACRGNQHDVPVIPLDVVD
Target sequence (P55212 194-293 limits assumed): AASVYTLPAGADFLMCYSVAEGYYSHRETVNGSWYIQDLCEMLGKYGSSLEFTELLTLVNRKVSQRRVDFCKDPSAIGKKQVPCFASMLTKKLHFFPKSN
FN deposition inh – inhibitors of fibronectin matrix deposition, primary screen, AH1F cells, Alexa488-fibronectin fluorescence, plate reader | AH1F fibroblasts, overnight | inhibition, % at 12.6 µM | actives 0.086% (n = 350,000) | AID 743247, 2014;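 active = mean inhibition across replicates of 30% or more, regardless of how many single replicates reach that level; inconclusive = mean under 30% yet at least half of replicates reach 30%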;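 note: positive control wells lacked labelled fibronectin entirely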
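Assay system: AH1F fibroblasts assembling fluorescent fibronectin matrix; Amount: 10000 AH1F cells per well; Buffer or medium: DMEM, 2% serum; Probe or stimulus: Alexa488-fibronectin, 24 nM final in well; Doses: single compound dose, delivered by pin transfer; Incubation: 1 h adhesion, overnight exposure; Measured by: fluorescence 485/525 nm; Read-out: fibronectin deposition inhibition.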
PAX8 inh HTS – inhibitors of PAX8-driven TPO luciferase reporter, primary screen, RMG-I cells, single concentration | inhibition, % at 12.6 µM | SteadyGlo, 24 h | actives 1.2% (n = 360,000) | AID 652154, 2013;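 active = mean replicate inhibition at least 60% with every replicate also reaching 60%; inconclusive = only one of the two criteria is met; inactive = mean below 60% and not all replicates reaching 60%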;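 note: luciferase light reporting Pax8 driven TPO promoter activity; plate controls were median of neutral control wells for no effect and mitoxantrone controls for full effect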
Numbers without * were called inactive; u = inconclusive; x = not tested or not shown; & = joins results of further samples; [ ] = another dose, or the depositor's remark.

SMILES	LGR2 antag	miR122 inh	EWS-Fli inh	PGC1a acetyl inh	Cneo AK release	Casp6 inh	FN deposition inh	PAX8 inh HTS
S=C(N/N=C/c1ccc2ncccc2c1)Nc1cccnc1	u	0	41	x	x	5	17	-4
C[C@H](CO)N1C[C@H](C)[C@@H](CN(C)C(=O)Nc2ccc3c(c2)OCO3)Oc2ccc(NS(=O)(=O)c3ccccc3)cc2CC1=O	-2	4[16.7 µM]	-14	-8	x	x	x	-4
O=C(CCNC(=O)c1ccc(Br)cc1)Nc1cccc(S(=O)(=O)N2CCCCCC2)c1	-18	x	10	-14	0	8	x	4
O=C(C1CCC1)N1C[C@@H]2N[C@H](C1)C2c1ccc(/C=C/c2ccccc2)cc1 (some centres not stated)	-2&18	x	-9&5	-50&-33	x	0&3	9&-9	x
O=C(C1CCOCC1)N1C[C@@H]2[C@H](c3ccccc31)[C@H](CO)N2Cc1ccccc1	-16	-4[16.7 µM]	5	4	-7	-3	x	-5
CC(=O)Nc1ccccc1C(F)(F)F	10	-2	1	-1	3	2	1	8
Cn1c(=O)c2cc(S(=O)(=O)NC(C(=O)N3CCCCCC3)c3ccccc3)ccc2n(C)c1=O (configuration not stated)	3	0	5	-7	0	-1	0	-3
O=C(C1CCC1)N1C[C@@H]2[C@H](c3ccccc31)[C@@H](CO)N2C(=O)Cc1ccccn1	-19	-10[16.7 µM]	4	-14	0	x	12	-2
O=C(CNC(=O)c1ccc(Cl)cc1)OCn1nnc2ccccc2c1=O	-16	x	-39	1	x	4	3	-9
CCCN1C[C@H](C)[C@H](OC)CN(C)C(=O)c2cc(NC(=O)C3CC3)ccc2OC[C@@H]1C	2	x	8	-10	-15	-4	-4	-8
CCC(=O)c1cn(CC(=O)Nc2ccc(OC)cc2)c2ccccc12	17	-1	7	-9	-6	-2	3	8
O=C(COc1ccc(Cl)cc1Cl)NC1CC1	-24	x	-27	x	x	-1	x	-72
CN1C(=O)/C(=C/c2ccccc2F)Sc2ccc(C(=O)N3CCCC3)cc21	7	-3	8	-19	-2	2	1	21
O=S(=O)(N[C@@H]1CC[C@@H](CCn2cc(-c3cccnc3)nn2)O[C@@H]1CO)c1ccccc1	14	x	2	-2	-3	-4	x	-15
COc1ccc(NC(=O)C2CCCN(C(=O)c3ccc(Cl)cc3)C2)cc1S(=O)(=O)N(C)C (configuration not stated)	9	x	7	-5	-2	5	-2	13

Full records from above. Values in the order: LGR2 antag | miR122 inh | EWS-Fli inh | PGC1a acetyl inh | Cneo AK release | Casp6 inh | FN deposition inh | PAX8 inh HTS
CCCN1C[C@H](C)[C@H](OC)CN(C)C(=O)c2cc(NC(=O)C3CC3)ccc2OC[C@@H]1C reads 2 | x | 8 | -10 | -15 | -4 | -4 | -8
COc1ccc(NC(=O)C2CCCN(C(=O)c3ccc(Cl)cc3)C2)cc1S(=O)(=O)N(C)C (configuration not stated) reads 9 | x | 7 | -5 | -2 | 5 | -2 | 13
O=C(C1CCC1)N1C[C@@H]2[C@H](c3ccccc31)[C@@H](CO)N2C(=O)Cc1ccccn1 reads -19 | -10[16.7 µM] | 4 | -14 | 0 | x | 12 | -2
O=C(CNC(=O)c1ccc(Cl)cc1)OCn1nnc2ccccc2c1=O reads -16 | x | -39 | 1 | x | 4 | 3 | -9
C[C@H](CO)N1C[C@H](C)[C@@H](CN(C)C(=O)Nc2ccc3c(c2)OCO3)Oc2ccc(NS(=O)(=O)c3ccccc3)cc2CC1=O reads -2 | 4[16.7 µM] | -14 | -8 | x | x | x | -4

(more compounds)
SMILES	LGR2 antag	miR122 inh	EWS-Fli inh	PGC1a acetyl inh	Cneo AK release	Casp6 inh	FN deposition inh	PAX8 inh HTS
O=C(COC(=O)c1cc(=O)[nH]c2ccccc12)Nc1nc(-c2cccc(Br)c2)cs1	-19	x	-86	x	x	-3	-1	31
CC(=O)OCC(=O)C1(O)CCC2C3CCC4C(OC(C)=O)C(=O)CCC4(C)C3C(=O)CC21C (configuration not stated)	12	-3	-7	9	8	-1	-1	6
COc1ncnc(OC)c1S(=O)(=O)Nc1ccc(C(F)(F)F)cc1	-22	87	6	-1	1	-3	-5	10
CCOCCCNC(=S)N(CCN(C)C)Cc1cc2cc3c(cc2[nH]c1=O)OCCO3	4	1	-19	10	-1	-3	8	-33
O=C(OCC(=O)N1CCC(Cc2ccccc2)CC1)c1cc(Br)ccc1O	2	-2	-1	-8	0	1	2	12
COc1ccc(N(C(=O)c2ccn[nH]2)C(C(=O)NC(C)(C)C)c2ccc(F)cc2)cc1 (configuration not stated)	x	-5	x	-3	0	x	6	2
COc1ccc(N2CCN(CCCNC(=O)CC3Oc4ccc(C)cc4NC3=O)CC2)cc1 (configuration not stated)	-9	x	0	x	-3	-14	16	1
CC1CCCC(NC(=O)c2n[nH]c(=O)c3ccccc23)C1C (configuration not stated)	-16	-4	x	18	0	0	-3	-56
CCCC#Cc1ccc2c(c1)O[C@@H](CN(C)S(=O)(=O)c1cccc(OC)c1)[C@H](C)CN([C@H](C)CO)S2(=O)=O	16	2[16.7 µM]	-6	14	x	x	0	10
COc1ccc(CN(C)CC(=O)NC(=O)NC2CCCCC2)cc1	0	0	8	2	1	1	5	-5
N#Cc1c(SCC(=O)Nc2nc3ccccc3s2)sc2c(O)cc(=O)[nH]c12	x	14	-11	0	1	60*	5	0
CC(=O)Nc1cc2c(cc1NC(=O)c1cnccn1)OCCO2	x	-1	x	-13	-1	x	-3	20
C=CCOC(=O)C(=O)/C=C/c1csc2ccccc12	-19	4	17	2	-2	-1	-12	17
O=C(c1cccc(Cl)c1)N1CCC(C(=O)N2CCN(Cc3ccccc3)CC2)CC1	-4	0	6	x	1	-1	1	8
COc1ccc(CNC(=O)CN(C(=O)c2csnn2)c2cccc3c2CCCC3)cc1	-10	-3	3	1	0	2	3	5

An excerpt from above in order of their number in Casp6 inh, rising.
SMILES	LGR2 antag	miR122 inh	PGC1a acetyl inh	Casp6 inh
COc1ccc(N2CCN(CCCNC(=O)CC3Oc4ccc(C)cc4NC3=O)CC2)cc1 (configuration not stated)	-9	x	x	-14
CCC(=O)c1cn(CC(=O)Nc2ccc(OC)cc2)c2ccccc12	17	-1	-9	-2
CC(=O)Nc1ccccc1C(F)(F)F	10	-2	-1	2

The results go on.
SMILES	LGR2 antag	miR122 inh	EWS-Fli inh	PGC1a acetyl inh	Cneo AK release	Casp6 inh	FN deposition inh	PAX8 inh HTS
C[C@@H]1CN(c2ccc(N3CCN(C(=O)OC(C)(C)C)C[C@H]3C)cc2C#N)C[C@H](C)O1	10	x	12	x	x	-1	-11	21
COc1ccc(S(=O)(=O)N(C)C[C@H]2Oc3ccc(N(C)C)cc3CC(=O)N([C@@H](C)CO)C[C@@H]2C)cc1	-2	0[16.7 µM]	7	14	8	3	2	-1
COc1ccc(NC(=O)c2[nH]c(C)c(C(C)=O)c2C)cc1	-17	x	-64	-2	x	-1	-7	-38
CC(=O)N1c2ccccc2C2CCCC[C@H]21 (some centres not stated)	7	-1	-9	-3	-3	-2	2	-11
Nc1ccc(C(=O)Nc2cccc(NC(=O)c3ccc(N)cc3)c2)cc1	-5	8	-40	-1	-5	1	5	-32
O=C(COC(=O)c1ccccc1[N+](=O)[O-])Nc1cc(S(=O)(=O)N2CCOCC2)ccc1N1CCCC1	17	x	-2	x	x	-3	x	-2
Cc1ccc(C)c(NC(=O)CSc2nc3nc(-c4cccs4)cc(C(F)(F)F)c3c(=O)[nH]2)c1	-1	-5	7	-2	-8	3	-3	4
CC(=O)Nc1cccc(Nc2ccc(C#N)cc2)c1	12	-5	-10	-3	-1	0	5	-8
COc1ccc(NC(=O)Nc2ccc3c(c2)[C@H]2C[C@@H](CC(=O)NCc4ccccc4F)O[C@@H](CO)[C@H]2O3)cc1	12	-1[16.7 µM]	6	-6	-4	4	-5	-12
CC(=O)c1[nH]c(C)c(C(=O)N2CCCC(Nc3cccc(F)c3)C2)c1C (configuration not stated)	-5	6	7	9	0	2	-9	-20
COc1cc(OC)cc(C(=O)NC(=S)NNC(=O)Cc2cccs2)c1	14	-2	19	4	4	5	2	-8
O=C(NC[C@H]1N[C@@H](CO)[C@H]1c1ccc(-c2ccccc2)cc1)c1ccccc1F	6	-18[16.7 µM]	3	-4	1	-1	x	-1
COc1ccc2c(C)cc(C)nc2n1	4	x	-7	x	1	4	-7	5
CCCN1C/C(=C/c2ccc3c(c2)OCO3)C(=O)/C(=C/c2ccc3c(c2)OCO3)C1	-14	22	64*	14	3	-6	9	4
CC(=O)OC[C@@H]1CN(Cc2ccccc2)C[C@H](n2cnc3c(NCc4ccco4)ncnc32)O1	-2	0	4	5	-3	-4	1	-8

Taken from above:
miR122 inh, `Cc1ccc(C)c(NC(=O)CSc2nc3nc(-c4cccs4)cc(C(F)(F)F)c3c(=O)[nH]2)c1` is entered as -5
EWS-Fli inh, `O=C(COC(=O)c1ccccc1[N+](=O)[O-])Nc1cc(S(=O)(=O)N2CCOCC2)ccc1N1CCCC1` is entered as -2

(cont.)
SMILES	LGR2 antag	miR122 inh	EWS-Fli inh	PGC1a acetyl inh	Cneo AK release	Casp6 inh	FN deposition inh	PAX8 inh HTS
Cc1c(C(=O)NCc2cccc([N+](=O)[O-])c2)sc(=O)n1Cc1ccc(F)cc1	9	x	-3	x	0	1	13	5
N#C/C(=C/c1ccc(C(=O)O)cc1)C(=O)NCc1ccccc1	7	-5	4	6	-1	6	x	x
O=C(CSc1ncnc2ccccc12)N1CCCC1	-3	-2	-48	1	7	-1	1	-17
Cc1ccc(-n2ccnc(SCC(=O)NC3CCCC3)c2=O)cc1F	3	-4	3	-13	-1	-2	-6	2
Cc1ccc(S(=O)(=O)NCC(C)n2nc(C)nc2C)cc1 (configuration not stated)	-10	6	-1	25	-1	2	-4	8
CC=Cc1ccc2n(c1=O)C[C@H]1[C@H](CO)[C@@H](C(=O)N(C)C)N(CC3CC3)[C@@H]21 (mixture of isomers)	11	1[16.7 µM]	-1	x	7	-2	x	x
Cc1ccccc1C(=O)Nc1ccc(Br)c(C)n1	-49	128*	x	3	-5	x	x	x
COCCCNCCOCCOc1ccc(C)cc1[N+](=O)[O-]	x	5	x	-8	-1	x	11	8
C[C@H](CO)N1C[C@H](C)[C@@H](CN(C)Cc2ccncc2)Oc2cc(C#C[C@@H](C)O)ccc2S1(=O)=O	-8	10[16.7 µM]	-1	-14	-1	7	-3	x
Cc1ccc(S(=O)(=O)N2CCN(C(=O)CSc3nc4ccccc4c(=O)[nH]3)CC2)c(C)c1	x	5	x	u	1	x	-9	-14
Cc1c(C(=O)N(Cc2ccco2)Cc2cccs2)oc2ccccc12	-15	-3	1	-9	-1	5	-2	3
CNC(=O)C[C@@H]1CC[C@@H]2[C@H](COC[C@H](O)CN2Cc2ccc(Cl)c(Cl)c2)O1	-10	-1[16.7 µM]	-3	-1	-1	x	15	-2
